bIAP inh = intestinal alkaline phosphatase (bovine) inhibition; purified bovine IAP, CDP-star luminescence, 30 min; inhibition, % at 20 µM; 190,000 tested, under 10 active;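 active means over 50% inhibition of intestinal alkaline phosphatase at 20 µM in the single-dose screen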
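System: purified bovine intestinal alkaline phosphatase (IAP) enzyme; Input: IAP diluted 1/65,000,000 in the well; Measured by: CDP-star luminescence signal; Compound dosing: 20 µM single dose; Incubation: 30 min reaction at room temperature.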
bIAP act = intestinal alkaline phosphatase (bovine) activation; purified bovine IAP, CDP-star luminescence, 30 min; stronger effect = higher value; fold of DMSO-control signal, blank-subtracted; activation factor at 20 µM; AID 1016; 0.17% of 200,000 active;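 active means activation factor of 2 or more at 20 µM, a signal rise over negative controls twice the positive control's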
TNAP inh hiacc = inhibitors of human TNAP at high phosphate acceptor concentration | P05186 | purified TNAP, CDP-star luminescence, 1 M DEA | AID 1135 | 0.03% of 200,000 active | inhibition, % at 20 µM;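 active means over 50% inhibition of tissue-nonspecific alkaline phosphatase at 20 µM in the single-dose screen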;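 further: plate controls were DMSO wells for no effect and EDTA-quenched wells as full inhibition for full effect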
Target sequence (P05186 whole entry, looked up): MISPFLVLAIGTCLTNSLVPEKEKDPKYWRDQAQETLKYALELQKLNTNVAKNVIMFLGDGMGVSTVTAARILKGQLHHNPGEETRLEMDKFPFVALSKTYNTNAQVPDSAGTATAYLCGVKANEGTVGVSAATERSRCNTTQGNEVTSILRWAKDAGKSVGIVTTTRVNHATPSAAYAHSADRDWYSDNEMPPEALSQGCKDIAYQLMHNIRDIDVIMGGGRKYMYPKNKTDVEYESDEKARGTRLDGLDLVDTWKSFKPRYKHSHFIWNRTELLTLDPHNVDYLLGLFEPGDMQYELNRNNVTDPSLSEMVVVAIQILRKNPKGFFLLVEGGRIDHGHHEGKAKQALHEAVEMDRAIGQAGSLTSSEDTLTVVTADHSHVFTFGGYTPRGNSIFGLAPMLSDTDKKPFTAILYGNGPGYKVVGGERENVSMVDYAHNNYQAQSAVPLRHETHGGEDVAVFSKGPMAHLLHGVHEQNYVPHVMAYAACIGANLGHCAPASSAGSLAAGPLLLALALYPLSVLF
L major viab = reduces viability of Leishmania major promastigotes; resazurin fluorescence viability; 9% of 200,000 active; inhibition, % at 10 µM; in the data active means inhibition above about 50%;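 further: promastigotes grown with compound for 44 hours at 28 °C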
TNAP act hiacc = increases human TNAP activity under high phosphate acceptor concentration; purified TNAP, CDP-star luminescence, 1 M DEA, 30 min; stronger effect = higher value; 0 = EDTA background, 1 = DMSO-only activity; AID 1136; activation factor at 20 µM; 200,000 tested, under 10 active; P05186;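 active means activation factor at least 2 at 20 µM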
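Assay system: human TNAP; Input: enzyme diluted 1/800 final; Reagent: CDP-star luminogenic substrate at 100 µM final; Timing: 30 min, room temperature; Signal: luminescence; Evaluation: TNAP activation factor scaled between EDTA and DMSO control wells.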
FLuc act counter = firefly luciferase counter-screen for stimulation assays; P08659; ATPlite luciferase biochemical, luminescence, 10 min; 0 = ATP-free wells, 1 = DMSO control; activation factor at 10 µM; 200,000 tested, under 10 active; AID 1027;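 active means luciferase activation factor, scaled between plate controls, of at least 2 with compound at 10 µM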
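Material: Luciferase/luciferin reagent mix | Doses: Test compounds dosed from 2 mM stocks in 100% DMSO | Timing: 10 min incubation after luciferase reagent addition, room temperature | Measured by: Luminescence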
FLuc inh counter = counter-screen for luciferase assay inhibitors: firefly luciferase inhibition; P08659; ATPLite firefly luciferase biochemical luminescence, 10 min; inhibition, % at 10 µM; 1.5% of 200,000 active; AID 1006;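 active means inhibition above about 50% when tested at 10 µM, limit read from the data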
RAM inhibit = blocks the yeast RAM network; 1.8% of 190,000 active; S. cerevisiae dse1pr::URA3 reporter, 5-FOA growth OD615, 2 d; analog-sensitive cbk1-as2 kinase mutant strain; inhibition, % at 50 µM;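 active means inhibition above a set limit, 3 SD over mean compound inhibition, cut at about 8.4% in these data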;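 further: 0% = DMSO-only wells with no growth and 100% = 10 µM 1-NA-PP1 full growth; inhibition rescues growth on 5-FOA so higher OD means more RAM inhibition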
APP 5UTR inh = APP translation inhibition | SH-SY5Y APP 5'UTR-luciferase reporter, luminescence | inhibition, % at 2 µM | 0.82% of 190,000 active | AID 1285;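 active means inhibition above a set limit, derived from the sample mean plus 3 SD, cut at about 45% in these data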; further: values of inactives mirror those of a sister screen read the other way
TNAP inh no acc = TNAP (human) inhibition, acceptor-free conditions; purified TNAP, CDP-star luminescence, 30 min; inhibition, % at 20 µM; 0.26% of 200,000 active; AID 1012;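 active means tissue-nonspecific alkaline phosphatase inhibition above about 50% at 20 µM in the single-dose screen, limit read from the data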;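 further: 0% = DMSO negative control and 100% = EDTA positive control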
* hit, by the source's call; / = not tested or not shown.

SMILES	bIAP inh	bIAP act	TNAP inh hiacc	L major viab	TNAP act hiacc	FLuc act counter	FLuc inh counter	RAM inhibit	APP 5UTR inh	TNAP inh no acc
COc1ccc(CCNC(=O)COC(=O)c2cnc(C)cn2)cc1OC	10.2	0.9	-1.4	-0.1	1	1	1.4	1.2	-21.1	-7.4
O=C(CCC(=O)NC1CCCCCCC1)Nc1nnc(C(F)(F)F)s1	1.2	1	-1.3	0.0	1	1	-2.4	0.8	-18.3	-5.1
CCOc1ccc(C(C)NC(=O)Nc2ccccc2C(=O)OC)cc1 (stereo not given)	10.9	0.9	-1.4	4.3	1	1	-4.4	7.6	/	-7.1
CN(Cc1ccccc1)C(=O)Cn1nc(C(F)(F)F)c2c1CCC2	10.4	0.9	-3.3	-1.9	1	1	-2.6	4.9	10.2	-10.4
Cc1ccccc1-n1c(SCC(N)=O)nc2sc(-c3ccccc3)cc2c1=O	5.1	0.9	-5.5	20.8	1.1	1.1	-6.1	3.2	3.4	-11.7
O=C(CCC(=O)c1ccc[nH]1)c1ccc(Cl)cc1	11.2	0.9	-3.7	8.6	1	0.8	19.6	3.6	-59.9	-3.1
O=C(Nc1ccccc1)C1=C[C@@H](C2CCCCC2)C[C@@H](OCc2ccc(CO)cc2)O1	19.4	0.8	-3.1	96.6*	1	1	0.8	11.9*	3.9	-9.0
C=C1C2C[C@H](O)C(C)(C)[C@@]2(O)[C@H](O)C[C@]23C[C@@](C)(O)[C@H](CC[C@H]12)[C@H]3O (stereo not given in full)	-0.2	1	-4.8	-5.5	1	1.1	-6.8	-0.7	-4.5	-11.1

Later entries:
SMILES	bIAP inh	bIAP act	TNAP inh hiacc	L major viab	TNAP act hiacc	FLuc act counter	FLuc inh counter	RAM inhibit	APP 5UTR inh	TNAP inh no acc
Cn1c(=O)cc(SCC(=O)NCCC2=CCCCC2)c2ccc(Cl)cc21	-8.6	1.1	-0.1	17.7	1	1.1	-6.3	5.2	-2.3	3.0
Cn1cnnc1SC1c2cccc3cccc(c23)C1NS(=O)(=O)c1ccccc1 (stereo not given)	6.6	0.9	0.0	43.3	1	1	3.6	2.6	3.5	-17.1
Oc1oc(-c2ccc(Br)cc2)nc1/C=N/c1ccccn1	22.0	0.8	-3.0	17.9	1	1	2.1	4.1	-32.3	-10.1
Cc1ccc(SC(C)c2nc(-c3ccccc3)no2)cc1 (stereo not given)	22.0	0.8	1.7	3.4	1	1	1.3	3.8	-14.3	-7.7
CN(Cc1c(F)cccc1Cl)C(=O)c1cc2ccccc2o1	-10.6	1.1	-7.6	-6.0	1.1	1	-0.8	0.4	-10.5	-0.3
C/C(=N\S(=O)(=O)c1ccc(C)cc1)Nc1cc(C(C)C)c(O)cc1C	11.3	0.9	2.6	13.1	1	1	-4.2	0.8	9.0	3.5
Cc1ccc(C(c2ccc(C)o2)c2cccc([N+](=O)[O-])c2O)o1	13.6	0.9	9.8	-3.4	0.9	1.1	-6.7	0.3	-1.8	2.8
Cc1cccc(C)c1NC(=O)C1(NC(=O)c2cnccn2)CCCCC1	7.1	0.9	-6.6	-5.8	1.1	1.1	-10.7	2.6	-3.8	8.9

More results follow:
SMILES	bIAP inh	bIAP act	TNAP inh hiacc	L major viab	TNAP act hiacc	FLuc act counter	FLuc inh counter	RAM inhibit	APP 5UTR inh	TNAP inh no acc
Cc1ccc2[nH]c3c(=O)n(CCCN4CCOCC4)cnc3c2c1	-10.9	1.1	-2.2	-2.3	1	1	2.0	0.5	5.5	-4.3
CC(C)(C)c1nnc(N/N=C/c2ccccc2)n(N)c1=O	10.0	0.9	0.6	-4.7	1	1	0.3	-0.4	-8.5	-60.8
CCN1CCN(C(=O)CN(C)S(=O)(=O)c2ccc(OC)cc2)CC1	-7.0	1.1	-2.6	3.3	1	1	-0.9	1.4	7.1	-9.9
CCN(CC)CCN1C(=O)C(O)=C(C(=O)c2cc3ccccc3o2)C1c1cccnc1 (stereo not given)	1.1	1	-0.3	-3.1	1	1	0.4	1.2	-4.5	-7.3
COc1ccc(NC(=O)CCC(=O)OCc2ccc([N+](=O)[O-])cc2)cc1	-32.0	1.3	-0.3	-3.6	1	1	2.1	1.4	-9.3	-1.7
CCOC(=O)c1ccc(CN(Cc2ccccc2)S(=O)(=O)c2cccc([N+](=O)[O-])c2)cc1	3.0	1	-0.1	6.8	1	1.1	-6.3	4.8	-2.3	-22.3
Cc1ccc(C2=NNC(c3ccc(Cl)cc3)=Nc3ccccc32)o1	0.0	1	7.7	7.8	0.9	1	-2.8	2.3	/	-41.2
O=C(N/N=C/c1sc(=O)n(-c2ccccc2)c1Cl)c1ccccc1	/	0.4	-6.5	-0.3	1.1	0.3	67.4*	2.6	-89.3	-13.1

(listing goes on)
SMILES	bIAP inh	bIAP act	TNAP inh hiacc	L major viab	TNAP act hiacc	FLuc act counter	FLuc inh counter	RAM inhibit	APP 5UTR inh	TNAP inh no acc
O=C(Cn1c2ccc(F)cc2c2nc3n(c(=O)c21)CCS3)Nc1ccc(Cl)cc1F	-0.2	1	-3.7	1.4	1	1	-4.7	1.2	-11.4	-7.5
COc1cc(CNc2nnnn2C)ccc1OCc1c(F)cccc1Cl	-14.2	1.1	-4.7	-11.0	1	1.1	-7.1	1.6	-11.4	-2.9
CN(C)CCCCCNCCCNC(=O)/C=N\O	-7.7	1.1	-5.8	-5.1	1.1	1.1	-9.9	0.9	-7.7	-0.7
O=C(c1ccco1)N1CCN(S(=O)(=O)c2ccc([N+](=O)[O-])cc2)CC1	-1.3	1	-0.5	12.5	1	1	-1.4	3.0	2.0	-4.4
CCCn1nnc(NC(=O)/C=C/c2cc(Br)ccc2OC)n1	-1.7	1	-8.9	15.3	1.1	1.1	-7.4	4.3	17.3	-10.9
CCN1/C(=C2\C(=O)N(C)C(=S)N2C)C=Cc2ccccc21	5.1	0.9	27.0	-4.0	0.7	0.9	5.3	0.8	2.2	26.6
CC(CCc1ccccc1)NC(=O)COC(=O)c1cccc2ccccc12 (stereo not given)	-12.7	1.1	-3.7	0.7	1	1	-3.5	6.2	-10.0	-6.1
COc1cccc(-c2cc(N3C(=O)Nc4ccccc4N3O)n[nH]2)c1	13.6	0.9	-3.6	-1.1	1	0.8	21.0	1.8	-19.9	1.3

One compound at a time (already shown). Order of values: bIAP inh	bIAP act	TNAP inh hiacc	L major viab	TNAP act hiacc	FLuc act counter	FLuc inh counter	RAM inhibit	APP 5UTR inh	TNAP inh no acc
CCN1/C(=C2\C(=O)N(C)C(=S)N2C)C=Cc2ccccc21 in the list: 5.1	0.9	27.0	-4.0	0.7	0.9	5.3	0.8	2.2	26.6
O=C(c1ccco1)N1CCN(S(=O)(=O)c2ccc([N+](=O)[O-])cc2)CC1 in the list: -1.3	1	-0.5	12.5	1	1	-1.4	3.0	2.0	-4.4
CN(C)CCCCCNCCCNC(=O)/C=N\O in the list: -7.7	1.1	-5.8	-5.1	1.1	1.1	-9.9	0.9	-7.7	-0.7

Later entries.
SMILES	bIAP inh	bIAP act	TNAP inh hiacc	L major viab	TNAP act hiacc	FLuc act counter	FLuc inh counter	RAM inhibit	APP 5UTR inh	TNAP inh no acc
CC(C)(C)NC(=O)NC(=O)CSc1cccc(C(F)(F)F)c1	-14.3	1.1	-1.1	-5.4	1	1.1	-5.4	2.2	0.3	-6.2
C#Cc1ccc(C(=O)Nc2cc(C(N)=O)ccc2N2CCOCC2)cc1	1.4	1	-6.6	4.2	1.1	1	-0.6	1.1	14.0	-8.5
Cc1nn(C)c(Oc2cccc(Cl)c2)c1C(=O)Nc1ccc(F)cc1F	0.2	1	-5.5	5.0	1.1	1.1	-7.2	0.9	-6.1	-11.6
FC(F)(F)c1ccc2c(c1)N1CCCC1CN2 (stereo not given)	16.0	0.8	-2.7	10.7	1	1	-0.6	2.0	6.2	-2.7
COc1ccccc1OCC#CCn1ccnc1	10.0	0.9	-4.9	7.7	1	1	-2.6	1.8	4.8	-13.5
Cc1ccc(-n2nnnc2SCC(=O)NC2CCCc3ccccc32)c(C)c1 (stereo not given)	7.1	0.9	0.9	7.2	1	1	-1.4	8.5*	-10.0	-1.7
COC(=O)c1cnn(-c2ccccc2)c1-n1cccc1C=O	-28.0	1.3	0.1	-1.4	1	1.1	-5.5	0.9	20.7	1.8
O=C(Nc1c2c(nn1-c1ccc(F)cc1)CSC2)c1ccc(S(=O)(=O)N2CCOCC2)cc1	2.6	1	-5.6	7.9	1.1	1.1	-9.8	-0.1	8.8	-9.9

Next results:
SMILES	bIAP inh	bIAP act	TNAP inh hiacc	L major viab	TNAP act hiacc	FLuc act counter	FLuc inh counter	RAM inhibit	APP 5UTR inh	TNAP inh no acc
Fc1ccc(-c2c[nH]c(=S)n2Cc2ccccc2)cc1	21.2	0.8	1.6	10.0	1	0.9	5.3	2.2	-27.5	-110.0
Cc1ccc(-c2nc(N)sc2-c2ccc(C)cc2)cc1	-22.7	1.2	-2.5	43.8	1	1.1	-6.7	-1.6	-13.4	4.7
O=C(NCC1CCCO1)c1ccc(CS(=O)(=O)Cc2ccc(F)cc2)o1 (stereo not given)	0.4	1	-0.5	6.8	1	1	-2.5	2.4	1.8	-4.1
Cc1noc(C)c1CSCC(=O)OCC(=O)Nc1sccc1C#N	2.9	1	-2.9	2.3	1	1	-3.8	0.1	14.0	-3.8
O=c1ccn(-c2cccc(C(F)(F)F)c2)nc1-c1ccn(-c2ccccc2)n1	6.1	0.9	3.2	6.5	1	1	1.0	3.5	-5.2	-11.2
COc1ccc(C(=O)Nc2nc3ccccc3[nH]2)cc1S(=O)(=O)N1CCOCC1	-21.8	1.2	-3.3	21.3	1	1.1	-8.0	3.4	-11.2	-55.5
COCCCNC(=S)N1CCN(Cc2ccc3c(c2)OCO3)CC1	4.4	1	-9.3	-5.9	1.1	1	-4.1	0.4	-7.1	-11.3
O=C(NC1CCCCC1)C(c1cccnc1)N(C(=O)CCl)c1ccccc1Cl (stereo not given)	-7.7	1.1	-4.2	68.1*	1	1.1	-10.1	1.9	5.4	-11.1
O=C(COC(=O)CNC(=O)c1ccccc1)NCCc1ccccc1	-8.5	1.1	-3.0	0.1	1	1	0.9	1.6	-9.1	-11.2

This is a random part of the collection, and some 13% of all compounds hit somewhere here.
